High-throughput results: PubChem, several laboratories
KLK7 zymogen act – proKLK7 zymogen activators, primary screen, biochemical, fluorescence intensity | Kallikrein-7 (Homo sapiens), P49862 | purified proKLK7, EDANS-DABCYL substrate fluorescence; 100% is mature enzyme control, 0% vehicle | activation, % at 7 µM | 370,000 tested, 0.9% active | AID 652039, 2013;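 active = activation above the mean of all tested compounds plus 3 SD, computed per campaign excluding outliers beyond control limits, cut at about 13% in these data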
DDE Tn6 FP inh – inhibitors of Tn6 peptide binding to fibrin DD(E), primary screen, biochemical, fluorescence polarization, human fibrin, Tn6 probe. Fibrinogen beta chain (Homo sapiens), P02675. 370,000 tested, 0.21% active. inhibition, % at 8.3 µM. Fibrin DD(E) TRITC-Tn6 fluorescence polarization displacement;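 active = inhibition above a per-campaign cutoff: mean of compounds within control limits plus 3 SD, cut at about 15% in these data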;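 also: 0% = median of all compound wells on the plate and 100% = blocking peptide control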
DDE Tn7 FP inh – inhibitors of Tn7 peptide binding to fibrin DD(E), primary screen, biochemical, fluorescence polarization, human fibrin, Tn7 probe; FP displacement of FITC-Tn7 peptide from fibrin DD(E); 0% = median of compound wells per plate; AID 720508, 2013; inhibition, % at 8.3 µM; 370,000 tested, 0.13% active;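 active = inhibition above the mean of compounds falling within the control limits plus 3 SD of them, cut at about 14% in these data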;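 also: 0% = plate median of compound wells and 100% = 10 µM Aha-Tn7 peptide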
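Assay system: human fibrin DD(E). Input: DD(E) 2 µM final. Medium: Tris buffer with calcium and detergent, pH 7.8. Compound dosing: single point at 8.3 µM. Timing: 10 min plus 3 h, room temperature. Technique: fluorescence polarization of the labelled Tn7 tracer. Read-out: percent inhibition. Replicates: singlicate testing.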
PLCg1 inh – PLC-gamma1 enzyme inhibitors, primary screen, biochemical, fluorescence, purified enzyme. 1-phosphatidylinositol 4,5-bisphosphate phosphodiesterase gamma-1 (Homo sapiens), P19174. fluorogenic substrate. inhibition, % at 12.2 µM. 370,000 tested, 0.84% active; in the data active = inhibition above about 9.5%
Target sequence (P19174 whole entry, looked up): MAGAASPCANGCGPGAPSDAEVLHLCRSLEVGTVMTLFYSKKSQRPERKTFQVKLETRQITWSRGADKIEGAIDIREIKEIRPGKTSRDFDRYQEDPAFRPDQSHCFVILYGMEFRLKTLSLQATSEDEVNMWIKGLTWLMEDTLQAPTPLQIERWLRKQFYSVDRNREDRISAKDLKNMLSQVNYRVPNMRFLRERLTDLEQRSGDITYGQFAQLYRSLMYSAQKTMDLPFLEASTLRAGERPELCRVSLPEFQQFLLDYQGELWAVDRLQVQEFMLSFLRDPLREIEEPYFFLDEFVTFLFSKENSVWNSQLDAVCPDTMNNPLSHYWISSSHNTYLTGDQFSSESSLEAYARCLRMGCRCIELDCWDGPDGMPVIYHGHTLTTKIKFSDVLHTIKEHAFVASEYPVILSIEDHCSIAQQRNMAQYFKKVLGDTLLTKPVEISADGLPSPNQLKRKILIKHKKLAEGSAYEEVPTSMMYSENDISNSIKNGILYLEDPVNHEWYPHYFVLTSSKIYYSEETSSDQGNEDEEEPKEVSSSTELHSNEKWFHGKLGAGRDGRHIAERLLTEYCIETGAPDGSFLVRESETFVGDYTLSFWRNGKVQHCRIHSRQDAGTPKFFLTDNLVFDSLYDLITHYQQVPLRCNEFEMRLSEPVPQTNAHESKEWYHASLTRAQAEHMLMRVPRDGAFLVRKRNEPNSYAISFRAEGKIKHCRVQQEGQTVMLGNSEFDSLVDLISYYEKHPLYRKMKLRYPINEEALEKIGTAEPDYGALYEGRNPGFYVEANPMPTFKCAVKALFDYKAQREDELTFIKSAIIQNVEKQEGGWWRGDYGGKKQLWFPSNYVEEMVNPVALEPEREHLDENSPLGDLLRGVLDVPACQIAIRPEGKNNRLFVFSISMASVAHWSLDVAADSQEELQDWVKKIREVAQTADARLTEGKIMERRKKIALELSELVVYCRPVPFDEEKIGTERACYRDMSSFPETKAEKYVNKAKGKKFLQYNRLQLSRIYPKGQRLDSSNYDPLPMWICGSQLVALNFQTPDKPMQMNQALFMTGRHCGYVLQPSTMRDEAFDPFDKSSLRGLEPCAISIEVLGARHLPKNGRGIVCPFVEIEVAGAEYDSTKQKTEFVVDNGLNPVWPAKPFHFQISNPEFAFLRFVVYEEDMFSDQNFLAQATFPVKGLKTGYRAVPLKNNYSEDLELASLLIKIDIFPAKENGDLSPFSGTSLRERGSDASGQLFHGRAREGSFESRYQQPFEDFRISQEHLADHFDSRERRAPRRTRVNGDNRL
ASAP1 inh – inhibitors of human ASAP1 ArfGAP activity, primary screen, biochemical, fluorescence polarization | Arf-GAP with SH3 domain, ANK repeat and PH domain-containing protein 1 (Homo sapiens), … | ASAP1-stimulated ARF1 GTP hydrolysis, GDP FP detection | inhibition, % at 16.5 µM | 360,000 tested, 0.19% active | AID 624377, 2012; in the data active = inhibition above about 25%;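 also: 0% = vehicle with enzyme and substrate and 100% = no enzyme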
ARFGAP1 inh – inhibitors of rat ARFGAP1 GAP activity, primary screen, biochemical, fluorescence polarization, GDP tracer; ADP-ribosylation factor GTPase-activating protein 1 (Rattus norvegicus), Q62848; Arfgap1-stimulated ARF1 GTP hydrolysis, GDP FP detection; inhibition, % at 16.5 µM; 360,000 tested, 0.26% active; AID 651572, 2012;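 active = inhibition above a per-plate limit, mean inhibition of low control wells plus 3 SD, cut at about 25% in these data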;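 also: 0% = DMSO wells with enzyme and 100% = wells lacking Arfgap1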
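System: truncated rat Arfgap1 GAP domain / Benchmarks: high control wells lacking Arfgap1, low control full reaction with DMSO / Times: compound-enzyme preincubation 20 min, reaction 120 min, detection 60 min, 25 °C / Repeats: one replicate per compound / Also added: human ARF1(Δ1-17)-GTP substrate / Measured by: Tracer-displacement fluorescence polarization with EDTA stop, 620/688 nm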
UHRF1 MBD2 ctr – UHRF1 methylated DNA binding inhibitors, primary screen, counter-screen for MBD2 inhibitor project, biochemical, TR-FRET, human UHRF1, single concentration; E3 ubiquitin-protein ligase UHRF1 (Homo sapiens), Q96T88; inhibition, % at 4.4 µM; 370,000 tested, 0.75% active; UHRF1 binding to methylated oligo; in the data active = inhibition above about 21%;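 also: UHRF1 SRA domain binding a hemimethylated CpG hairpin DNA probe; 0% = median of test compound wells and 100% = reference inhibitor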
sPLA2-III inh – human group III sPLA2 inhibitors, primary screen, biochemical, QFRET, BODIPY PC-A2 liposome substrate; Group 3 secretory phospholipase A2 (Homo sapiens), Q9NZ20; QFRET BODIPY PC-A2 liposome hydrolysis, fluorescence; inhibition, % at 12.2 µM; 370,000 tested, 0.56% active; AID 743126, 2013;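 active = inhibition above mean plus 3 SD of compounds lying within the high and low control bounds, cut at about 19% in these data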;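 also: 0% = median of test compound wells and 100% = no enzyme DMSO wells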
PLC-beta3 inh – human PLC-beta3 inhibitors, primary screen, biochemical, fluorescence | 1-phosphatidylinositol 4,5-bisphosphate phosphodiesterase beta-3 (Homo sapiens), Q01970 | Purified PLC-beta3, fluorogenic substrate | inhibition, % at 12.2 µM | 370,000 tested, 0.18% active; in the data active = inhibition above about 11%;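 also: 0% = median of compound wells on plate and 100% = full blocker control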
NR1D1 modulator – modulators of Rev-erb alpha DNA binding, primary screen, biochemical, FITC-DNA, fluorescence polarization, uHTS. Rev-erbα–FITC-DNA binding, 90 min. activity, % at 10 µM. 370,000 tested, 0.79% active. AID 1259318, 2017;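 active = activity above about 14%, limit read from the data; passing the limit was not always enough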;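 also: 0% = DMSO wells with 35 nM protein and 100% = DMSO wells with 750 nM protein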
An asterisk follows results filed as active; i = inactive.

SMILES | KLK7 zymogen act | DDE Tn6 FP inh | DDE Tn7 FP inh | PLCg1 inh | ASAP1 inh | ARFGAP1 inh | UHRF1 MBD2 ctr | sPLA2-III inh | PLC-beta3 inh | NR1D1 modulator
Cc1cc(C(=O)COC(=O)c2ccc(N)c([N+](=O)[O-])c2)c(C)n1-c1ccc2c(c1)OCO2 | 0.5 | 3 | -3 | 0 | 1 | -14 | -2 | -3 | 0 | -4
Cc1cccc(NC(=O)CSc2ccc(-c3ccco3)nn2)c1C | 0.3 | 8 | 9 | -7 | 15 | 9 | -3 | 1 | -7 | -1
CCCn1c(SCC(=O)Nc2ccc(NC(C)=O)cc2)nc2c1c(=O)n(C)c(=O)n2C | -0.1 | -4 | 7 | 4 | 11 | 11 | 2 | 11 | -6 | -1
O=S(=O)(NCc1ccccc1Cl)c1ccc(-n2cnnn2)cc1 | -0.5 | -2 | 4 | 1 | -2 | -1 | 0 | -7 | -5 | 2
CCOCCCn1c(SCC(=O)N(C)C2CCS(=O)(=O)C2)nc2ccccc2c1=O (stereo not given) | 0.0 | -2 | -4 | 3 | 10 | 2 | 7 | 10 | -1 | -5
C/C=C/CSc1nc2c(c(=O)[nH]c(=O)n2C)n1CCC | -0.9 | -3 | 1 | -2 | -7 | -3 | 0 | 0 | 2 | -2
CN(C)c1nc(N)nc(CSc2ncc(Cl)cc2Cl)n1 | -0.2 | -2 | -1 | 0 | 0 | 3 | 0 | -7 | -1 | 1
Clc1cccc(-c2nc(NCCN3CCOCC3)c3ccccc3n2)c1 | 0.8 | 3 | -9 | -3 | 4 | 10 | 0 | -18 | -6 | 1
CCn1c(C(=O)NCCCN2CCc3ccccc3C2)cc2sccc21 | 0.1 | 2 | 1 | -1 | 2 | 8 | 2 | -3 | 2 | 4
COc1ccc(N2CCN(C(CNS(=O)(=O)c3ccc4c(c3)OCCO4)c3ccco3)CC2)cc1 (stereo not given) | 0.5 | 3 | 4 | 9 | 7 | -1 | 4 | -10 | 3 | -3
CCO/C([O-])=N/c1sn[n+](C)c1C | -0.1 | 3 | 3 | -2 | 13 | 2 | -2 | 3 | -9 | 9
CC1=CC2=NC(=O)/C(=C/c3coc4ccc(Cl)cc4c3=O)C(=N)N2O1 | 6.6 | -6 | -6 | -71 | -1 | 11 | -3 | -20 | -102 | 13
C[C@@H]1CN([C@@H](C)CO)C(=O)CCCn2nncc2CO[C@H]1CN(C)Cc1ccc(C(F)(F)F)cc1 | 0.3 | 7 | 9 | -1 | -5 | -11 | 0 | -5 | 2 | -8
Cc1nccn1CCN(C)Cc1cn(Cc2ccccc2)nc1-c1ccc2c(c1)OCO2 | 0.4 | -9 | -4 | 0 | -4 | 8 | 0 | -1 | 1 | -3
Nc1ccc(-c2nc3ccc(N)cc3[nH]2)cc1 | 87* | -1 | -4 | i | -4 | 4 | -7 | 3 | i | 0

Entries of single compounds, quoted from the list. Order of values: KLK7 zymogen act | DDE Tn6 FP inh | DDE Tn7 FP inh | PLCg1 inh | ASAP1 inh | ARFGAP1 inh | UHRF1 MBD2 ctr | sPLA2-III inh | PLC-beta3 inh | NR1D1 modulator
Entry for `CC1=CC2=NC(=O)/C(=C/c3coc4ccc(Cl)cc4c3=O)C(=N)N2O1` → 6.6 | -6 | -6 | -71 | -1 | 11 | -3 | -20 | -102 | 13
Entry for `C/C=C/CSc1nc2c(c(=O)[nH]c(=O)n2C)n1CCC` → -0.9 | -3 | 1 | -2 | -7 | -3 | 0 | 0 | 2 | -2

Among those listed so far, these contain a carbonyl joined to an NH by a bond outside any ring:
SMILES | KLK7 zymogen act | DDE Tn6 FP inh | DDE Tn7 FP inh | PLCg1 inh | ASAP1 inh | ARFGAP1 inh | UHRF1 MBD2 ctr | sPLA2-III inh | PLC-beta3 inh | NR1D1 modulator
Cc1cccc(NC(=O)CSc2ccc(-c3ccco3)nn2)c1C | 0.3 | 8 | 9 | -7 | 15 | 9 | -3 | 1 | -7 | -1
CCCn1c(SCC(=O)Nc2ccc(NC(C)=O)cc2)nc2c1c(=O)n(C)c(=O)n2C | -0.1 | -4 | 7 | 4 | 11 | 11 | 2 | 11 | -6 | -1
CCn1c(C(=O)NCCCN2CCc3ccccc3C2)cc2sccc21 | 0.1 | 2 | 1 | -1 | 2 | 8 | 2 | -3 | 2 | 4

Remaining list, next part:
SMILES | KLK7 zymogen act | DDE Tn6 FP inh | DDE Tn7 FP inh | PLCg1 inh | ASAP1 inh | ARFGAP1 inh | UHRF1 MBD2 ctr | sPLA2-III inh | PLC-beta3 inh | NR1D1 modulator
CCCN1C(=O)NC2(O)C(=O)c3ccccc3C12O (stereo not given) | -0.2 | 5 | -2 | 1 | -3 | -2 | -1 | 6 | 1 | 6
COc1ccccc1Nc1nn2c(=O)c3ccc(C(=O)N4CCCC(C)C4)cc3nc2s1 (stereo not given) | -0.8 | -14 | 2 | -1 | -2 | -2 | 0 | -1 | -10 | -3
CCOc1ccc(NC(=O)CSc2nc(O)c(C)c(=O)n2-c2ccc(F)cc2)cc1 | -0.2 | 5 | 1 | -1 | -1 | -6 | -1 | 2 | -7 | -2
CC(C)Nc1ncnc2c1cnn2-c1ccc(Cl)cc1 | -0.5 | 0 | -6 | 4 | 5 | 6 | 0 | -2 | 6 | -14
COc1ccc(CCNc2nc(=S)[nH]c3cc(OC)c(OC)cc23)cc1OC | 0.0 | 1 | -4 | -2 | 3 | 6 | -2 | 7 | -2 | 0
CCOC(=O)C1=NN(c2ccc(OC)cc2)C2C(=O)N(c3ccccc3OC)C(=O)C12 (stereo not given) | -1.7 | 10 | 6 | -72 | -2 | 7 | -2 | -1 | -100 | 5
CCCCn1c(=O)[nH]c(=O)c2c1nc(-c1ccc(-c3ccccc3)cc1)n2C | 0.0 | -2 | 2 | -2 | -14 | -10 | -2 | -1 | -3 | 20
COC(CNC(=O)c1ccc(CS(=O)(=O)c2c(Cl)cccc2Cl)o1)OC | 0.6 | 2 | -2 | -2 | 6 | -3 | -4 | 7 | -4 | 1
COc1ccccc1NC(=O)C(NC(=O)c1ccc(C)cc1)c1ccccc1 (stereo not given) | -0.1 | -2 | 4 | 0 | 4 | 7 | 2 | -7 | -3 | 11
O=C(COC(=O)c1ccc(F)c(S(=O)(=O)N2CCOCC2)c1)c1ccc(Br)cc1 | -0.2 | -1 | -3 | 1 | -11 | -1 | 0 | -2 | -6 | 2
COC(=O)c1ccc(CSc2nnc(Nc3ccc(C)cc3)s2)o1 | 0.0 | -8 | 4 | 0 | -3 | 11 | -2 | -21 | 0 | -3
CC(=O)N1CCN(c2ccccc2NC(=O)COc2cc(C)ccc2C(C)C)CC1 | 0.6 | 5 | -6 | 1 | 1 | 9 | 0 | -10 | 0 | -2
O=C(COc1ccc2c3c(c(=O)oc2c1)CCC3)N1CCN(c2ccccc2)CC1 | -0.3 | 1 | 2 | -6 | -3 | 5 | 4 | -2 | -21 | 3
c1ccc(Nc2c(-c3ccco3)nc3ccccn23)cc1 | 16* | 1 | -2 | i | -4 | 5 | -4 | -6 | i | 2
O=c1[nH]c(CN2CCOCC2)nc2cc(Cl)ccc12 | -0.4 | -4 | 5 | 0 | -5 | 1 | 1 | 4 | 1 | 5
CC(=O)Nc1cccc(N=NN2CCCCC2)c1 | -0.1 | 11 | 2 | 2 | 1 | -9 | -4 | -2 | -6 | -2
CN(CCC#N)C(=O)Cn1nc(Cc2ccncc2)c2ccccc2c1=O | 0.4 | -5 | -9 | -109 | -6 | 1 | 0 | -6 | -2 | 11
O=C(CN1CCOc2ccccc21)NCc1cccs1 | -0.1 | -6 | 3 | -1 | -26 | -3 | -1 | 3 | -4 | -6
O=C(C[C@H]1C[C@H](C(=O)N2CCCCC2)[C@@]2(CCc3ccccc3)c3[nH]c4ccc(Cl)cc4c3CCN2C1=O)NCCCn1ccnc1 | 0.9 | 6 | 3 | 1 | -12 | -3 | 1 | -2 | 3 | -2
Cc1cc(C(=O)CCC(=O)NNC(=O)c2ccccc2O)c(C)s1 | -3.0 | 4 | -5 | -27 | 2 | 2 | 2 | 12 | -30 | 1
CCC(C)(C)NC(=O)C1CC(=O)N(CCc2ccc(F)cc2)C1 (stereo not given) | -0.6 | -1 | 7 | -1 | 12 | 2 | 0 | -2 | -1 | -5
O[C@@H]1CN(CC2CCCCC2)[C@@H](c2ccccc2)C[C@H]1n1cc(-c2ccc(F)cc2)nn1 | -0.7 | -6 | 4 | 1 | -2 | 4 | 1 | -3 | 0 | -1
COc1ccc(C2=Nn3c(nnc3-c3ccccc3)SC2)cc1OC | -0.2 | -2 | -16 | 0 | 14 | 7 | 3 | 2 | 3 | -6
Cc1c(C(=O)N2CCN(S(=O)(=O)c3ccccc3)CC2)oc2ccccc12 | -0.2 | 5 | -9 | 1 | 3 | -1 | 5 | -8 | -2 | 8
Cc1cc(=O)n(Cc2ccccc2)c2ccccc12 | 0.1 | 1 | -6 | 0 | -1 | 7 | -1 | -3 | 2 | -3
CC(C)(C)n1ncc2c(=O)n(CC(=O)N3CCN(c4ccccc4)CC3)cnc21 | 0.1 | -1 | -6 | 0 | -6 | 7 | 0 | 3 | -2 | 2
CCCS(=O)(=O)c1c(S(=O)(=O)CCC)c2ccc(C(N)=O)cn2c1C(=O)c1ccc(OC)cc1 | -0.2 | 0 | 0 | -4 | 2 | -2 | -4 | -3 | -12 | 1
